# Compound activity: PubChem BioAssay, several laboratories
# HMGR II inh – blocks class II HMG-CoA reductase of Enterococcus faecalis; 190,000 compounds, 0.41% hits; AID 1066; purified E. faecalis HMGR, NADPH absorbance 340 nm kinetic; inhibition, % at 10 µM;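 active means inhibition above a set limit, the median over all tested compounds plus 3 SD, cut at about 9.5% in these data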;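 further: enzyme runs in reverse so mevalonate oxidation gives rising NADPH absorbance; 0% = complete reaction with DMSO and 100% = background rate lacking mevalonate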
# APP 5'UTR act – APP 5'UTR luciferase reporter activation; 190,000 compounds, 1% hits; SH-SY5Y APP 5'UTR luciferase reporter, luminescence; zero percent = DMSO vehicle wells; activation, % at 2 µM;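 active means activation above a set limit, based on mean plus 3 SD of controls, cut at about 140% in these data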; further: values of inactives mirror those of a sister screen read the other way
# Hsp70 act – transcriptional activators of Hsp70. HeLa Hsp70 promoter luciferase reporter, luminescence; scaled: vehicle 0, proteasome-inhibitor control 100%. activation, % at 10 µM. 200,000 compounds, 0.04% hits. AID 1203;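 active means activation above the mean across all tested compounds plus 3 SD, cutoff set per campaign, cut at about 5.5% in these data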;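 further: 100% = MG132 at 30 µM as the positive control and 0% = DMSO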
# FLuc inh counter – inhibits firefly luciferase, flagging false hits in luciferase inhibition screens; inhibition, % at 10 µM; ATPLite firefly luciferase biochemical luminescence, 10 min; P08659; 200,000 compounds, 1.5% hits;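 active means inhibition above about 50% when tested at 10 µM, limit read from the data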
# Target sequence (P08659 whole entry, looked up): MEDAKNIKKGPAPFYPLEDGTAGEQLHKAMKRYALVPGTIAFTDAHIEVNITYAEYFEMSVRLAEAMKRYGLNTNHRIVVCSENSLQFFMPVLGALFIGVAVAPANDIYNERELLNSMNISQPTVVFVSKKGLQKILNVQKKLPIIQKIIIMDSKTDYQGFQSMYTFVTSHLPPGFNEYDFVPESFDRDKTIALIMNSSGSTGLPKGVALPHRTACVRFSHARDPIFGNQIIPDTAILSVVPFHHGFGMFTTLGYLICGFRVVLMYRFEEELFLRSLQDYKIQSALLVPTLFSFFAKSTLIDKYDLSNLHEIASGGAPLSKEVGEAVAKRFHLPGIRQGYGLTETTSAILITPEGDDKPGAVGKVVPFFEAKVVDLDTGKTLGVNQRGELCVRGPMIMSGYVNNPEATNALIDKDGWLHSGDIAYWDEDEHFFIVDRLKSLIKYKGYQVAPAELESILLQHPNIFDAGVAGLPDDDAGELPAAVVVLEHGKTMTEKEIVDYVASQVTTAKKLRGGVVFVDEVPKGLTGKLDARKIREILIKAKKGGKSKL
# NF-kB expr up – raises NF-kB expression in human neuronal cells; NF-kB reporter expression; stronger effect = higher value; fold change at 12.5 µM; 190,000 compounds, 1.6% hits; AID 1239; in the data active means fold change above about 3.3
# STAT1 act – increases IFN-gamma driven STAT1 reporter signal. NIH 3T3 STAT1-luciferase reporter, luminescence; 100% = IFN-gamma alone, no compound. activation (% of control), % at 5.5 µM. 200,000 compounds, 2.6% hits. AID 932;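 active means activation above the screen-wide mean activation plus 3 SD, cut at about 130% in these data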;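 further: raw ratio to IFN-gamma control signal so 100% means no change and 0% no light; values of inactives mirror those of a sister screen read the other way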
# G6PDH CS – L. mesenteroides G6PDH inhibition counter-screen | Purified L. mesenteroides G6PDH, diaphorase/resazurin coupled fluorescence, 45 min | inhibition, % at 5 µM | 200,000 compounds, 0.12% hits | AID 1020; in the data active means inhibition above about 50%
# FLuc stim CS – affects firefly luciferase, flagging false hits in luciferase stimulation screens; P08659; ATPlite luciferase biochemical, luminescence, 10 min; 0 = ATP-free wells, 1 = DMSO control; activation factor at 10 µM; 200,000 tested, under 10 active;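 active means luciferase activation factor, scaled between plate controls, of at least 2 with compound at 10 µM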
#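 test system = cell-free luciferase reagent | medium = PBS as buffer for the ATP substrate | dosing = test compounds dosed from 2 mM stocks in 100% DMSO | incubation = 10 min at ambient temperature | detection = luminescence measurement of luciferase light output | benchmarks = low control with PBS replacing ATP, high control enzyme plus ATP without compound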
# APP transl inh – APP translation inhibition; SH-SY5Y APP 5'UTR-luciferase reporter, luminescence; inhibition, % at 2 µM; 190,000 compounds, 0.82% hits;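 active means inhibition above a set limit, derived from the sample mean plus 3 SD, cut at about 45% in these data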; further: values of inactives mirror those of a sister screen read the other way
# DTT redox prof – compounds producing H2O2 with reducing agent – biochemical, NIH compound library profiling, artefact control for MLSCN library redox annotation, primary screen; DTT-dependent redox cycling H2O2, phenol red/HRP absorbance; 100% = 100 µM peroxide control, 0% = buffer; activation, % at 10 µM; 200,000 compounds, 0.03% hits; AID 878;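 active means activation of at least 50% relative to the plate's high and low controls in the primary single-dose screen; inactive means activation below 50%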;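 further: compound incubated with DTT at 0.8 mM final as the reducing agent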
# Numbers without * were called inactive; nt = no result given.
SMILES,HMGR II inh,APP 5'UTR act,Hsp70 act,FLuc inh counter,NF-kB expr up,STAT1 act,G6PDH CS,FLuc stim CS,APP transl inh,DTT redox prof
COc1ccc2c(C(F)(F)F)cc(=O)oc2c1C,-4,-4,-0.1,1,1.1,97,-4,1,4,0.4
COc1ccc(OC)c(CN2CCC(C(=O)N3CCOCC3)CC2)c1,1,-17,-0.4,-4,1.1,96,-2,1,18,-0.3
Cn1c(=O)n(C)c2cc([N+](=O)[O-])c(N3CCN(S(=O)(=O)c4ccc(C(C)(C)C)cc4)CC3)cc21,-5,4,-0.4,-6,0.73,91,-34,1.1,-4,-0.3
O=C(O/N=C1\CCCCC1c1ccc([N+](=O)[O-])cc1[N+](=O)[O-])c1c(F)cccc1F (configuration not stated),-6,-12,-0.4,0,1.1,100,-3,1,12,1.1
O=C(CNc1cccc2ccccc12)N/N=C/c1ccc([N+](=O)[O-])cc1,1,-2,-0.3,-6,1,96,-40,1.1,2,2.3
C=CCc1ccc(OCC(O)CN2CCN(Cc3ccccc3)CC2)c(OC)c1 (configuration not stated),-2,9,0.0,-7,0.98,106,19,1.1,-9,-0.2
CCN(CCCNC(=O)C1CCC(=O)N1Cc1ccc(F)cc1)c1cccc(C)c1 (configuration not stated),-1,nt,-0.5,-2,1.2,96,-3,1,nt,3.4
COC(=O)c1sccc1NC(=O)Cn1cnc2c1c(=O)n(C)c(=O)n2C,-8,9,-0.5,-3,1.1,98,10,1,-8,1.2
COc1ccc(NC(=O)CCN2C(=O)C3C4C=CC(C4)C3C2=O)cc1 (configuration not stated),-5,11,-0.1,-6,1.3,98,16,1.1,-11,-0.1
COc1ccc(Nc2n[nH]c(N)c2C(N)=O)cc1,0,-2,-0.4,6,1.2,104,7,0.9,2,-0.2
CCOc1ccc(NCC2CCOC(C)(C)C2)cc1 (configuration not stated),-2,5,-0.3,-4,1,100,12,1,-5,-1.1
CCOCCSc1nc2c(c(-c3cccs3)c1C#N)CC/C2=C/c1cccs1,-3,-6,-0.5,2,0.97,103,-18,1,6,1.7
CC(=O)c1c(C)[nH]c(C(=O)CSc2nnc(-c3ccco3)o2)c1C,-2,3,-0.4,-4,0.86,99,0,1,-3,-2.0
O=C(O)c1cccc(N/C(=N\S(=O)(=O)c2ccccc2)c2ccccc2)c1,-3,4,-0.4,-7,1.2,94,-3,1.1,-4,0.0
CC(Cc1ccccc1)C(=O)N[C@@H](CO)Cc1ccccc1 (some centres not stated),-2,2,-0.2,-3,0.95,108,15,1,-2,0.4
C=CCNC(=O)c1cc(Cl)cc(Cl)c1,-5,18,0.0,0,1.1,93,14,1,-18,-0.8
Cc1ccccc1OCCCC(=O)Nc1ccc(Br)cc1,0,6,-0.3,-4,1.3,99,-26,1,-6,-0.2
Cc1ccc(S(=O)(=O)N(CC(=O)N/N=C/c2ccco2)Cc2ccccc2)cc1,-2,11,0.0,-8,0.81,98,4,1.1,-11,1.6
Cc1cc(C)cc(NC(=O)COC(=O)c2cc(=O)[nH]c(=O)[nH]2)c1,-3,-2,-0.2,-4,1.1,107,7,1,2,-0.5
O=C(CSc1nnc2scc(-c3ccccc3)n12)Nc1nsc(-c2ccc(Cl)cc2)n1,nt,4,-0.1,nt,nt,97,nt,nt,-4,2.0
FC(F)(F)c1cc(-c2ccccc2)nc(NCC2CCCO2)n1 (configuration not stated),-4,2,-0.1,-4,0.88,99,1,1,-2,-0.8
Cc1ccc(OCC(=O)Nc2cccc(-c3nnc(-c4ccccc4)o3)c2)cc1,-1,97,-0.2,18,2.3,143*,-6,0.8,-97,-1.8
CCN(CC)c1ccc(C(=O)OCC(=O)Nc2cccc(S(=O)(=O)NC3=NCCCCC3)c2)cc1,0,-9,-0.5,7,0.95,96,-8,0.9,9,-0.6
C=CCc1c(C)nc(C)nc1N/N=C/c1ccc([N+](=O)[O-])cc1,1,12,0.1,-7,0.74,100,6,1.1,-12,0.1
CCNS(=O)(=O)c1ccc(NC(=O)c2c(-c3ccccc3)noc2C)cc1,-5,7,-0.1,-2,1.1,95,4,1,-7,-0.5
CC1(C)CN(c2ccc(-c3ccnc4ncnn34)cc2)C1=O,-5,0,0.1,4,1.2,106,3,1,0,-0.2
Cc1csc(NC(=O)CSc2nnc(-c3ccccn3)n2-c2ccc(C)c(C)c2)n1,-1,5,-0.5,-7,1.2,96,4,1.1,-5,0.4
COc1ccc(C(=O)NNC(=O)CSc2nnnn2C)cc1,-1,-26,-0.4,-7,0.95,96,7,1.1,26,0.1
Cc1ccc(-c2nc3ccccc3[nH]2)cc1NC(=O)c1ccco1,-5,11,0.8,9,1.1,105,13,0.9,-11,-0.5
CCN(CCCNC(=O)c1cn(CC)c2ccc(S(=O)(=O)N(C)C)cc2c1=O)c1cccc(C)c1,1,3,-0.4,-6,0.54,94,0,1.1,-3,3.2

# A draw from above in order of SMILES length, descending.
SMILES,HMGR II inh,APP 5'UTR act,Hsp70 act,FLuc inh counter,NF-kB expr up,STAT1 act,G6PDH CS,FLuc stim CS,APP transl inh,DTT redox prof
CCN(CC)c1ccc(C(=O)OCC(=O)Nc2cccc(S(=O)(=O)NC3=NCCCCC3)c2)cc1,0,-9,-0.5,7,0.95,96,-8,0.9,9,-0.6
Cc1csc(NC(=O)CSc2nnc(-c3ccccn3)n2-c2ccc(C)c(C)c2)n1,-1,5,-0.5,-7,1.2,96,4,1.1,-5,0.4
CC1(C)CN(c2ccc(-c3ccnc4ncnn34)cc2)C1=O,-5,0,0.1,4,1.2,106,3,1,0,-0.2

# Later entries:
SMILES,HMGR II inh,APP 5'UTR act,Hsp70 act,FLuc inh counter,NF-kB expr up,STAT1 act,G6PDH CS,FLuc stim CS,APP transl inh,DTT redox prof
Cc1ccc(/C=N/n2c(COc3ccccc3)n[nH]c2=S)s1,0,-4,-0.2,-2,1,105,17,1,4,7.7
CCOC(=O)c1cnc(SCCc2ccccc2)nc1N,2,190*,0.1,15,6.9*,165*,2,0.9,-190,2.3
N#Cc1c(N)sc(=S)c2c1CCN(Cc1ccccc1)C2,1,nt,nt,4,0.8,nt,-45,1,nt,nt
Cc1cc(NC(=O)CN2C(=O)NC3(CCCCC3C)C2=O)no1 (configuration not stated),-6,1,-0.3,-3,1.2,95,11,1,-1,-0.1
O=Cc1cccn1-c1c(C(=O)O)cnn1-c1ccccc1,1,20,-0.1,0,1.1,105,6,1,-20,-0.2
COc1cc(C(=O)Nc2nc3ccc(C)cc3s2)ccc1OCc1c(C)noc1C,-4,25,-0.3,-1,1.3,107,-1,1,-25,1.8
CC1CCN(c2c(NCc3ccc(C(=O)N4CCc5ccccc54)cc3)c(=O)c2=O)CC1,-4,-3,0.0,-6,0.94,90,3,1.1,3,-2.4
CCOC(=O)C1CCN(C(c2cc3ccc(C)cc3[nH]c2=O)c2nnnn2C2CCCCC2)CC1 (configuration not stated),-5,1,0.0,-1,1.1,89,6,1,-1,-0.5
CCOc1ccc(OCc2ccc(C(=O)NCC3CCCO3)o2)cc1 (configuration not stated),1,11,-0.3,-7,1.1,98,6,1.1,-11,0.5
COc1ccc(CN2C(=O)[C@@H]3C(c4ccccc4Cl)=NO[C@@H]3C2=O)cc1,11*,12,0.2,-6,1.1,108,1,1.1,-12,1.1
CC1(C)CC(=O)C(C=NCCN2CCN(C(=O)CC3CCCC3)CC2)=C(O)C1,-1,-5,-0.1,-9,0.97,102,5,1.1,5,0.0
O=C(CCCOc1ccccc1)n1nnc2ccccc21,-4,0,-0.2,1,1,95,3,1,0,-0.8
CCOC(=O)c1[nH]c2ccc(OC)cc2c1NC(=S)N1CCN(c2ccccn2)CC1,2,9,0.1,-7,1.1,92,1,1.1,-9,-0.7
Cc1ccc(CSC2=Nc3ccccc3C3=NC(CC(=O)NCc4ccco4)C(=O)N23)cc1 (configuration not stated),2,38,0.3,5,1.7,110,-29,1,-38,3.3
COc1cc(NC(=O)CSc2nnnn2Cc2ccccc2)cc(OC)c1,-1,4,-0.1,-7,1.1,96,5,1.1,-4,-0.9
CC(OC(=O)c1cccnc1)C(=O)Nc1ccc2c(c1)OCO2 (configuration not stated),0,24,-0.2,-2,1.1,98,0,1,-24,0.7
COC(=O)C1=C(C)N(c2cccc(C(C)=O)c2)C(=O)C1,-3,-4,-0.2,-9,1.2,96,19,1.1,4,2.8
NCC(c1ccccc1)c1c[nH]c2ccccc12 (configuration not stated),2,-2,-0.1,-3,0.81,92,3,1,2,-1.1
CCOC(=O)C(C(=O)Nc1cccc(C)c1)C1CCCCC1 (configuration not stated),-7,14,-0.1,-8,0.93,99,6,1.1,-14,0.2
Clc1ccccc1OCc1nnc(-c2ccccc2)o1,-5,58,0.0,18,3.4*,151*,0,0.8,-58,0.9
COCCNC(=O)/C(C#N)=C/c1cccc(OCc2ccccc2)c1,-2,0,0.0,-8,1.1,97,9,1.1,0,-2.8
CS(=O)(=O)c1cccc(NC(=O)c2ccc(Cl)c(Cl)c2)c1,3,23,-0.1,-5,1.4,108,6,1,-23,-0.2
CCOC(=O)c1cc2c(=O)[nH]ccc2nc1C,3,11,0.3,0,1.1,106,1,1,-11,2.2
Cc1ccc(NC(=O)CCC(=O)NNC(=O)c2ccccc2[N+](=O)[O-])c(C)c1,-3,-6,0.0,-6,0.92,104,0,1.1,6,-0.8
COc1cc(/C=N/NC(=O)CC2(C)OCCCO2)ccc1OCc1ccccc1,-1,4,-0.4,-4,1.2,113,-12,1,-4,0.0
CCOC(=O)/C(C#N)=C\c1c(OCC)n(CC)c2ccccc12,-8,-2,0.0,-6,0.98,91,-20,1.1,2,0.3
Cc1ccc(S(=O)(=O)n2nc(OC(=O)c3cccs3)cc2N)cc1,1,14,-0.4,-4,0.76,96,11,1,-14,0.6
CCCN(CCC)CCCNC(=O)CC1Nc2ccccc2NC1=O (configuration not stated),0,6,-0.3,-4,1,107,2,1,-6,-0.4
Cc1ccc(-n2c(SCC(=O)OC(C)C)nnc2-c2ccncc2)cc1,-1,16,-0.2,-6,1,105,7,1.1,-16,2.8
Cn1c(Cn2c(=O)sc3ccccc32)nnc1SCC(=O)NCC1CCCO1 (configuration not stated),-9,38,-0.3,-5,1.1,95,2,1.1,-38,0.0
CC1CCc2c(C(=O)Nc3ccc(OC(F)(F)F)cc3)csc2C1 (configuration not stated),-3,20,-0.3,1,0.98,100,-8,1,-20,1.2
CCc1c(C(=O)N/N=C/c2cn[nH]c2-c2ccc(F)cc2)csc1C,4,-13,-0.2,-3,1,103,-2,1,13,-0.7
CCCCOc1ccc(C(O)(CC)CCN2CCOCC2)cc1 (configuration not stated),5,7,-0.2,-2,1.2,92,0,1,-7,0.8
CCOc1cc(Br)c(C(=O)O)cc1OCC,0,-12,-0.2,-4,1.4,103,-4,1,12,0.7
COC(=O)COc1ccc2oc(=O)cc(C)c2c1,-2,0,-0.5,-5,1.2,100,11,1.1,0,-2.0
COc1ccc(C)cc1C1=Nc2ccccc2C1(C)C,-4,0,-0.2,2,1,90,4,1,0,0.2
CCOC(=O)CSC1=N/C(=C/c2ccc(-n3cncn3)cc2)C(=O)N1C(C)=O,-2,-12,0.1,-5,4.3*,109,6,1.1,12,-0.7
CCc1ccc(CN(C)Cc2nc(Cc3ccccc3)no2)nc1,-2,-2,-0.3,-10,0.94,99,11,1.1,2,-1.1

# Rows were taken by chance, and some 5.3% of all compounds hit somewhere here.
